# Screening data (PubChem BioAssay)
# esBAF inh – Bmi1 luciferase reporter increase in mESCs, primary screen, esBAF inhibitor project, mouse ES cells, Bmi1 luciferase knock-in, single point | reporter increase, % at 12.5 µM | 24 h; 100% = twice the neutral-well signal | 350,000 tested, 2% active; in the data active = activation above about 40%;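 note: 0% = median of the plate's neutral control wells and 100% = double that signal; a rise in the Bmi1 reporter signal indicates esBAF inhibition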
# RAD52 inh – RAD52 DNA annealing inhibitors, primary screen, biochemical, FRET, single point, set 2; 360,000 tested, 0.46% active; recombinant RAD52 DNA annealing, FRET fluorescence; DNA repair protein RAD52 homolog (Homo sapiens), P43351; inhibition, % at 18.7 µM;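 active = every replicate showing at least 50% inhibition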
# Target sequence (P43351 whole entry, looked up): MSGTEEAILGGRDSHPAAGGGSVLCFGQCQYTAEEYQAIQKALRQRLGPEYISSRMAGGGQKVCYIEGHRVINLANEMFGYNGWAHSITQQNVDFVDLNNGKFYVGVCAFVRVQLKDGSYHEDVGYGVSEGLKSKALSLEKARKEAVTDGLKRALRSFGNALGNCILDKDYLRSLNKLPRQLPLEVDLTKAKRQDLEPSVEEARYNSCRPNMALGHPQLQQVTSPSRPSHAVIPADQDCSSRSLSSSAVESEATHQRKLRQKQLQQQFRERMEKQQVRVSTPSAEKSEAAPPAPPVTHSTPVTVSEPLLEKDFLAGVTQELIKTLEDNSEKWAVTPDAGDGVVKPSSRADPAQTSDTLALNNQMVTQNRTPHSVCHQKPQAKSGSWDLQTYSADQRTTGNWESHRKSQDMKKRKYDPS
# PglD inh – C. jejuni PglD acetyltransferase inhibitors, primary screen, biochemical, DTNB colorimetric, single point; UDP-N-acetylbacillosamine N-acetyltransferase PglD (Campylobacter jejuni); purified PglD enzyme, DTNB colorimetric CoA detection; inhibition, % at 12.5 µM; 360,000 tested, 0.098% active; AID 602405, 2012; in the data active = inhibition above about 16%, passing the limit was not always enough; note: strong numbers were not always called active
# ARNT-TACC3 inh – disruptors of ARNT/TACC3 protein interaction, primary screen, biochemical, AlphaScreen, single concentration. Transforming acidic coiled-coil-containing protein 3 (Homo sapiens), Q9Y6A5. AlphaScreen His-ARNT PAS-B/GST-TACC3 binding, luminescence; TACC3 fragment carries E629A point mutation. inhibition, % at 9.99 µM. 390,000 tested, 0.66% active. AID 623870, 2012;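 active = mean inhibition of replicates at least 50% and at least half of replicates each reaching 50%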;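 note: 0% = complete ARNT plus TACC3 wells and 100% = ARNT alone without TACC3; many hits fall short of the cut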
# CASP6 VEID inh – human caspase-6 inhibitors, primary screen, biochemical, VEID-R110 fluorescence, single point, set 2; 350,000 tested, 0.53% active; inhibition, % at 12.5 µM; P55212; purified caspase-6, Z-VEID-R110 cleavage fluorescence;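 active = mean inhibition across replicates at least about 35%, with every replicate also reaching that limit, limit read from the data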;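 note: 0% = median of neutral control wells and 100% = no fluorescence left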
# ERp5 inh – inhibitors of ERp5-driven insulin aggregation, primary screen, biochemical, turbidity, absorbance 650 nm, single point | Protein disulfide-isomerase A6 (Homo sapiens), Q15084 | 90 min | AID 651711, 2012 | inhibition, % at 9.99 µM | 350,000 tested, 0.05% active;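 active = mean replicate inhibition above about 25%, with every replicate also reaching it, limit read from the data, passing the limit was not always enough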
# Target sequence (Q15084 whole entry, looked up): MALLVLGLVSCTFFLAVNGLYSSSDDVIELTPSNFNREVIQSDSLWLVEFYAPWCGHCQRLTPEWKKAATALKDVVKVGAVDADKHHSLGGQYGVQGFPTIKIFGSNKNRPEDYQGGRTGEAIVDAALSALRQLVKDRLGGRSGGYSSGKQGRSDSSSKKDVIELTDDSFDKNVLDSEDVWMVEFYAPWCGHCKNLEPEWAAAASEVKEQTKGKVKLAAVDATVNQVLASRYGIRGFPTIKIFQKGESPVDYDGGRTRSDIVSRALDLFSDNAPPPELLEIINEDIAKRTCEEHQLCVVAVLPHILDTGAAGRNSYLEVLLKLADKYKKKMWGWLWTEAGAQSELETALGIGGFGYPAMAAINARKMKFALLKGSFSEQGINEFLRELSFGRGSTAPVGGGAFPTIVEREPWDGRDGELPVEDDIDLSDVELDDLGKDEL
# E-selectin induc – E-selectin induction in HUVECs, primary screen, imaging, HUVEC, immunofluorescence imaging, single point; AID 686992, 2013; 260,000 tested, 0.37% active; activation, % at 7.58 µM; normalized: neutral wells 0, TNF-alpha wells 100; P16581;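 active = mean E-selectin-positive cell signal at least 10% of the positive control, reached in at least 60% of replicates, without over 20% cell loss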;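 note: in these data hits start at about 27%; measured in HUVEC primary endothelial cells; signal is the percent of cells scored E-selectin positive by PE staining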
#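 Assay system: HUVEC primary endothelial cells. Input: 3,000 HUVEC seeded per well. Doses: one compound dose added by pin transfer. Read-out basis: % PE-positive cells. Benchmarks: TNF-alpha high, DMSO low. Detection: immunofluorescence imaging. Buffer or medium: EGM-2, gelatin.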
# RAD54 inh – inhibitors of human RAD54 branch migration, primary screen, biochemical, fluorescence, single point. DNA repair and recombination protein RAD54-like (Homo sapiens), Q92698. RAD54 Holliday junction branch migration, FAM/BHQ fluorescence. inhibition, % at 10.4 µM. 360,000 tested, 0.14% active;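 active = mean normalized replicate activity at least 40 and at least half of replicates scoring 40 or more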;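 note: 0% = median of neutral control wells and 100% = median of positive control wells; inhibitors cause a drop in the FAM fluorescence signal; in these data hits start at about 50%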
# Starred values were filed as active, the others as inactive; · = not tested or not shown; & = joins results of further samples.
1) Cn1c(C(=O)NCCCN2CCCC2=O)cc2c(=O)n(C)c3ccccc3c21
2) COc1cccc(N2CCN(C(=O)c3cc(C)oc3C)CC2)c1
3) COc1ccc(CNC(=O)COc2ccc(C)nc2[N+](=O)[O-])cc1
4) Cc1ccc(-c2ccc3c(c2)O[C@H](CN(C)C(=O)Nc2ccc(C(F)(F)F)cc2)[C@H](C)CN([C@H](C)CO)S3(=O)=O)cc1
5) C[C@H](CO)N1C[C@H](C)[C@H](CN(C)Cc2ccccn2)Oc2ncc(C#CCN(C)C)cc2C1=O
6) COC(=O)CC1C(=O)NCCN1C(=S)NC(=O)c1sc2ccccc2c1Cl (stereo not given)
7) Cc1cc2nc(C3CCN(C(=S)NCCCOC(C)C)CC3)[nH]c2cc1C
8) O=C1Nc2ccc(S(=O)(=O)NCc3ccccn3)c3cccc1c23
Screen / compound no.	1	2	3	4	5	6	7	8
esBAF inh	-11	1	·	4&-5	-2	·	·	·
RAD52 inh	6	-25	-4	2&-9	-10	-18	-8	-13
E-selectin induc	0.8	·	0.6	0.8	-0.2	1.3	·	·
ARNT-TACC3 inh	-1	1	4	11	-2	16	-2	·
PglD inh	-4	1	·	-1&2	0	·	·	1
CASP6 VEID inh	4	0	8	2&-2	-49	11	0	11
RAD54 inh	-3	-6	·	10&-3	-2	·	·	5
ERp5 inh	2	-9	0	-1&-1	-12	0	-2	4

# Look-ups from the results shown.
# cpd 3 in ARNT-TACC3 inh has 4
# cpd 7 in CASP6 VEID inh has 0
# cpd 4 in ERp5 inh has -1&-1
# cpd 5 in CASP6 VEID inh has -49

# Returning to the listing; the four compounds before the break are reprinted first.
5) C[C@H](CO)N1C[C@H](C)[C@H](CN(C)Cc2ccccn2)Oc2ncc(C#CCN(C)C)cc2C1=O
6) COC(=O)CC1C(=O)NCCN1C(=S)NC(=O)c1sc2ccccc2c1Cl (stereo not given)
7) Cc1cc2nc(C3CCN(C(=S)NCCCOC(C)C)CC3)[nH]c2cc1C
8) O=C1Nc2ccc(S(=O)(=O)NCc3ccccn3)c3cccc1c23
9) Cc1nn(C)c(C)c1CNC(=O)c1cc2n(n1)C(C(F)(F)F)CC(c1cccs1)N2 (stereo not given)
10) Cc1nc2c(c(C)nn2-c2ccccc2)c(C)c1CCC(=O)NCCCOC(C)C
11) CCOC(=O)C1(c2csc(N)n2)COC(=O)C1 (stereo not given)
12) CCOc1ccccc1OCCCC(=O)Nc1cccc(-n2cnnn2)c1C
13) CNC(=S)NCCc1ccc(OC)c(OC)c1
14) CC(C)OCCCNC(=O)c1ccc(N(C)S(C)(=O)=O)cc1
15) Cc1nc2ccc(C(=O)O)cc2c2c1CC(C)S2 (stereo not given)
16) O=C(N[C@@H]1CC[C@H](CCNS(=O)(=O)c2ccccc2)O[C@H]1CO)c1cnccn1
Screen / compound no.	5	6	7	8	9	10	11	12	13	14	15	16
esBAF inh	-2	·	·	·	·	3	-7	-4	·	3	3	2
RAD52 inh	-10	-18	-8	-13	-8	-2	·	-5	-3	·	·	-20
E-selectin induc	-0.2	1.3	·	·	·	·	·	-0.4	·	·	·	-0.6
ARNT-TACC3 inh	-2	16	-2	·	6	10	27	-6	-5	-2	-1	-9
PglD inh	0	·	·	1	·	0	5	2	·	3	-2	2
CASP6 VEID inh	-49	11	0	11	-1	2	·	3	1	·	·	0
RAD54 inh	-2	·	·	5	·	-9	-1	-2	·	-8	-1	7
ERp5 inh	-12	0	-2	4	3	6	·	9	2	·	·	-2

17) CC(C)OC(=O)c1ccc(NCc2cc(O)ccc2O)cc1
18) O=C(CC1=NCCNC(c2ccccc2)C1)c1ccccc1O (stereo not given)
19) N#C[C@H]1[C@@H](c2ccc(C#CC3CCCCC3)cc2)[C@H](CO)N1C(=O)Cc1ccccn1
20) Cc1cc(C(=O)Nc2cccc3c2O[C@@H](CN(C)C(=O)Nc2c(C)noc2C)[C@@H](C)CN([C@@H](C)CO)C3=O)n(C)n1
21) COc1ccc([Si](C)(C)[C@H]2[C@H](CCO)O[C@@]3(C(=O)N(Cc4cccc(NC(C)=O)c4)c4ccccc43)[C@@H]2C)cc1
22) CCc1sc(C(=O)N2CCN(CC(=O)Nc3cccc(F)c3)CC2)cc1C
23) C/C=C(/C)C(=O)O[C@@H]1[C@H](OC(=O)C=C(C)C)c2c(ccc3ccc(=O)oc23)OC1(C)C
24) Cc1noc(C)c1S(=O)(=O)Nc1ccc2c(c1)C(=O)N([C@@H](C)CO)C[C@@H](C)[C@H](CN(C)C)OCCCC[C@@H](C)O2
Screen / compound no.	17	18	19	20	21	22	23	24
esBAF inh	·	12	17	-5	·	80*	-4	1
RAD52 inh	0	-5	-47	4	-6	-17	-2	-17
E-selectin induc	-0.3	·	0.3	-0.1	·	·	-0.5	-0.1
ARNT-TACC3 inh	9	6	-1	-11	2	-12	-5	-7
PglD inh	·	-6	-2	2	-6	6	-8	0
CASP6 VEID inh	-4	-3	-5	0	-1	0	-2	0
RAD54 inh	·	3	-2	-11	-6	-19	-9	-5
ERp5 inh	-11	1	0	9	-2	-9	-1	2

25) CO[C@H]1CN(C)C(=O)c2ccc(NC(=O)NC(C)C)cc2OC[C@H](C)N(Cc2ccc(-c3ccccn3)cc2)C[C@@H]1C
26) O=C(NC1CCCCC1)C(=S)N1CCOCC1
27) COc1cccc(-c2ccc([C@@H]3[C@H](CO)N4CCCCN(Cc5cncnc5)C[C@@H]34)cc2)c1
28) Cc1ccc(S(=O)(=O)N(C)C)cc1NC(=O)COC(=O)CCC1CCCC1
29) Cc1cc(NC(=O)C2CC(=O)N(c3cccc(Cl)c3)C2)no1 (stereo not given)
30) O=C(C[C@@H]1CC[C@H]2[C@@H](COC[C@@H](O)CN2S(=O)(=O)c2cccc(Cl)c2)O1)Nc1ccc(-c2ccccc2)cc1
31) Cc1ccc(C)c(NC(=O)COc2cccc3c2CCN(Cc2ccccc2C)C3=O)c1
32) OCc1nc2ccccc2n1CCCCOc1ccccc1
Screen / compound no.	25	26	27	28	29	30	31	32
esBAF inh	·	-6	1	-5	-4	-9	·	9
RAD52 inh	22	-11	·	-3	-6	-1	·	-10
E-selectin induc	-0.1	1.0	-0.3	·	-0.1	0.0	-0.1	0.0
ARNT-TACC3 inh	·	0	-1	-4	-4	8	4	-6
PglD inh	·	0	-5	·	1	-3	12	3
CASP6 VEID inh	1	0	·	6	-1	3	·	0
RAD54 inh	·	-10	3	·	-12	-1	12	-2
ERp5 inh	0	-2	·	-3	-1	-3	·	4

33) Cn1nc(C(C)(C)C)c([N+](=O)[O-])c1C(=O)N1CCOCC1
34) O=C(CSc1nccc(-c2cccs2)n1)Nc1ccc(Cl)cc1
35) C[C@@H]1CN([C@@H](C)CO)C(=O)c2cc(NS(C)(=O)=O)ccc2O[C@@H]1CN(C)Cc1ccc(C(=O)O)cc1
36) O=C(c1cc(-c2ccc(O)cc2)on1)N1CCCCCC1
37) O=C(COC(=O)/C=C/c1ccc(OC(F)F)cc1)Nc1cccc(S(=O)(=O)N2CCCC2)c1
38) COC(=O)CCN(c1ccccc1)S(=O)(=O)c1ccc(OC)cc1
39) O=C(CCC1CCCCC1=O)c1ccccc1 (stereo not given)
40) C[C@H]1Cn2cnc(C(=O)Nc3ccc(CNC(=O)OC(C)(C)C)cc3)c2C(=O)N1
Screen / compound no.	33	34	35	36	37	38	39	40
esBAF inh	-5	3	-5	11	-4	-2	17	11
RAD52 inh	-4	-12	15	-7	-18	·	-8	-3
E-selectin induc	·	0.2	13	·	0.1	·	·	-0.2
ARNT-TACC3 inh	0	-1	-8	·	0	-4	2	·
PglD inh	-4	·	-1	2	-7	-6	0	-2
CASP6 VEID inh	-2	0	-2	0	2	·	1	-3
RAD54 inh	4	·	-38	4	2	5	-2	4
ERp5 inh	2	2	-1	0	5	·	-2	1

41) Cc1ccc(S(=O)(=O)N2C[C@H]3C(=O)C[C@@H](c4ccccc4)N(S(=O)(=O)c4ccccc4[N+](=O)[O-])[C@H]3C[C@H]2c2ccccc2)cc1
42) CN(CC(=O)Nc1cccc(F)c1)C(=O)c1ccc(N2CCOCC2)c([N+](=O)[O-])c1
43) Cc1ccc2c(c1)-n1c(nc3cc(Cl)ccc3c1=O)C(CC(C)C)NC2=O (stereo not given)
44) CS(=O)(=O)N(CC(=O)NCc1ccc2c(c1)OCO2)Cc1ccc(Cl)cc1
45) CC(Oc1ccccc1)C(=O)N1CCN=C1SCc1ccccc1 (stereo not given)
46) O=C(CN1CCCCC1)NC1CCc2cc3c(cc21)CCC3 (stereo not given)
47) CCSc1nnc(C)n1-c1ccc(C(=O)O)cc1
48) C[C@@H]1CCCCO[C@@H](CN(C)S(=O)(=O)c2cccs2)[C@@H](C)CN([C@H](C)CO)C(=O)c2cc(NC(=O)C3CCCCC3)ccc2O1
Screen / compound no.	41	42	43	44	45	46	47	48
esBAF inh	-6	-6	·	-7	·	·	-6	6
RAD52 inh	-4	0	-10	·	-3	-10	·	-36
E-selectin induc	0.4	-0.1	-0.1	·	·	·	·	-0.1
ARNT-TACC3 inh	·	1	·	-1	-8	5	6	1
PglD inh	3	-3	·	-2	·	2	1	-1
CASP6 VEID inh	-6	3	-1	·	8	1	·	-4
RAD54 inh	5	-1	·	-9	·	0	-16	5
ERp5 inh	3	-10	1	·	-7	·	·	-8

49) COc1cccc(S(=O)(=O)Nc2ccc3c(c2)[C@H]2C[C@H](CC(=O)NCCc4ccccc4)O[C@H](CO)[C@H]2O3)c1
50) COc1ccc2sc(NC(=O)CC(C)C)nc2c1
51) CCOc1ccccc1NC(=O)C(NCC1CCCCC1)c1ccccc1 (stereo not given)
52) COc1ccc(NC(=O)CSCC(=O)N2CCN(C(=O)c3ccco3)CC2)cc1
53) COc1cccc(-c2ccc(C3[C@@H]4CN(Cc5cccc(F)c5)C[C@H]3N4)cc2)c1 (stereo not given in full)
54) Cc1ccccc1-c1ccc([C@H]2[C@H](CO)N3CCCCN(C(=O)CN4CCOCC4)C[C@@H]23)cc1
55) O=C(CN1C(=O)c2cccc3cccc(c23)C1=O)NCCCO
56) CC1(C(=O)NCc2ccccc2)CN(S(C)(=O)=O)CC(=O)N1C1CC1 (stereo not given)
Screen / compound no.	49	50	51	52	53	54	55	56
esBAF inh	23	40	·	-1	·	·	8	·
RAD52 inh	16	·	-2	-17	53*	0	-11	-19
E-selectin induc	-0.3	·	-3.3	·	0.1&-0.1	-0.1	63*	0.4
ARNT-TACC3 inh	-1	-4	-8	-5	·	10	4	·
PglD inh	0	6	·	6	·	0	-5	·
CASP6 VEID inh	1	·	-4	2	1&0	2	0	-2
RAD54 inh	2	6	·	1	·	3	-10	·
ERp5 inh	-11	·	1	-4	10&10	1	-2	4
